LGR2 antag: blocks bursicon-induced cAMP signaling via Drosophila LGR2; HEK293 LGR2, CRE-luciferase, bursicon-stimulated, 4 h; inhibition, % at 9.99 µM; 380,000 compounds, 0.35% hits; AID 720647;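 active = drop in luminescence signal, shown as inhibition above about 50% in the replicate tests, limit read from the data, passing the limit was not always enough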;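 also: agonist challenge used bursicon conditioned medium at about half maximal strength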
INS-1E GSIS act: primary screen for activators of insulin secretion dependent on glucose, INS-1E cells, GLuc reporter luminescence. INS-1E GLuc reporter insulin secretion, 2-3 h. activation, % at 16.6 µM. 370,000 compounds, 0.61% hits. AID 743287;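 active = lowest replicate activation of at least 40%, so every replicate reaches that level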;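 also: 0% = median of neutral control wells and 100% = median of IBMX positive control wells; some compounds called inactive have numbers as strong as hits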
PGC1a acetyl inh: PGC1a acetylation modulation, inhibitor mode | U2OS PGC1a acetylation, AlphaScreen anti-acetyl-lysine; with virally co-expressed GCN5 acetyltransferase | inhibition, % at 15.6 µM | 350,000 compounds, 0.17% hits;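 active = every replicate shows inhibition of at least 40%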;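 also: 0% = neutral control wells and 100% = positive control wells; some results beyond the cut were filed as inactive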
PAX8 reporter: lowers PAX8-driven luciferase in RMG-I cells; RMG-I TPO-luciferase reporter, SteadyGlo, 24 h; inhibition, % at 12.6 µM; 360,000 compounds, 1.2% hits;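 active = mean replicate inhibition at least 60% with every replicate also reaching 60%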;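 also: luciferase light reporting Pax8 driven TPO promoter activity; plate controls were median of neutral control wells for no effect and mitoxantrone controls for full effect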
PglD inh: inhibitors of Campylobacter jejuni PglD acetyltransferase. inhibition, % at 12.5 µM. 360,000 compounds, 0.098% hits. purified PglD enzyme, DTNB colorimetric CoA detection; in the data active = inhibition above about 16%, passing the limit was not always enough; also: strong numbers were not always called active
C2C12 statin: protects C2C12 myotubes from simvastatin toxicity; ATP luminescence, 48 h; scaled: DMSO 0, geranylgeraniol control 100; 330,000 compounds, 0.78% hits; rescue of ATP level, % at 7.49 µM; AID 602340;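 active = mean ATP rescue above about 67%, or every replicate alone reaching that limit, limit read from the data, passing the limit was not always enough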;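 also: myotubes were challenged with 10 µM simvastatin during compound exposure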
ARNT TACC3 PPI: disrupts binding between human ARNT and TACC3. Q9Y6A5. AlphaScreen His-ARNT PAS-B/GST-TACC3 binding, luminescence; TACC3 fragment carries E629A point mutation. inhibition, % at 9.99 µM. 390,000 compounds, 0.66% hits. AID 623870;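 active = mean inhibition of replicates at least 50% and at least half of replicates each reaching 50%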;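 also: 0% = complete ARNT plus TACC3 wells and 100% = ARNT alone without TACC3; many hits fall short of the cut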
Cneo AK release: Cryptococcus neoformans lysis via adenylate kinase release; lysis activity, % at 15 µM; 360,000 compounds, 0.2% hits; C. neoformans lysis, adenylate kinase release luminescence, 4 h; normalised: neutral wells 0, clomiphene wells 100;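 active = mean lysis activity across replicates of at least 80%, whatever share of replicates individually reach that level; inactive = mean lysis activity below 80%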
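read-out = cell lysis signal | test system = log-phase Cryptococcus neoformans yeast cells | input = cells at 5 × 10^6 per mL | medium = fresh YPD growth medium | signal = luminescent adenylate kinase detection reagent | timing = 4 h at 37 °C static, read 1 h later | dosing = single dose | controls = Clomiphene as positive lysis control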
Starred values were filed as active, the others as inactive; . = not tested or not shown; & = joins results of further samples.

SMILES	PglD inh	PGC1a acetyl inh	Cneo AK release	PAX8 reporter	C2C12 statin	LGR2 antag	INS-1E GSIS act	ARNT TACC3 PPI
N=C1/C(=C/c2cccn2-c2ccc([N+](=O)[O-])cc2)C(=O)N=C2SC=CN12	.	.	.	13.5	.	8.4	11.7	-5.7
C[C@H](CO)N1C[C@H](C)[C@@H](CN(C)Cc2ccc(Cl)c(Cl)c2)Oc2c(NS(=O)(=O)c3ccc(F)cc3)cccc2C1=O	1.1&0.5	-31.1	5.8&-2.5	14.6	48.9&4.3	1.2&1.6	-19.0&-49.0	3.4&1.3
O=C(CSc1nnc(-c2ccccc2)o1)N1CCN(c2ccccc2)CC1	-13.5	1.3	2.9	.	3.0	.	34.4	19.1
CCN1C(=O)[C@H]2[C@@H](c3ccc(-c4ccc(OC)cc4)c(OC)c3)N[C@@](CC(C)C)(C(=O)OC)[C@H]2C1=O	1.7	.	1.7	-5.6	28.6	-23.4	.	-3.3
O=C1c2cccc3cccc(c23)C(=O)N1Cc1cccnc1	.	11.0	.	1.2	.	2.2	-2.3	-0.5
COc1ccc(NC(=O)Nc2ccc3c(c2)C(=O)N([C@@H](C)CO)C[C@H](C)[C@H](CN(C)C(=O)Nc2cccc4ccccc24)O3)cc1	-3.9	9.8	-1.8	16.4	1.9	5.1	6.8	5.0
Cc1ccc(CNC(=O)CCS(=O)(=O)c2ccc3nc(C)sc3c2)cc1	-8.3	-26.6	-0.3	14.4	0.8	-8.8	-0.3	23.2
C[C@H]1CN([C@@H](C)CO)C(=O)c2cccc(NC(=O)c3ccc(-c4nccs4)cc3)c2O[C@H]1CN(C)S(=O)(=O)c1cn(C)cn1	0.1	1.6	59.1	.	.	-6.1	2.6	-1.1
C[C@@H]1CN([C@@H](C)CO)C(=O)c2cccc(NS(=O)(=O)c3cn(C)cn3)c2O[C@@H]1CN(C)S(=O)(=O)c1ccc(Cl)cc1	2.5	6.0	3.1	17.4	-27.8	-16.7	6.9	16.2
CNC[C@H]1Oc2c(NC(=O)C3CCOCC3)cccc2C(=O)N([C@H](C)CO)C[C@@H]1C	-0.4	4.0	-5.6	7.7	-4.7	-7.7	4.1	.
O=C(Nc1cccc(F)c1)Nc1cnccn1	-2.1	1.6	2.3	-21.6	0.1	-3.3	14.3	-1.6
CO[C@H]1CN(C)C(=O)c2cc(NC(C)=O)ccc2OC[C@@H](C)N(C(=O)C2CCCCC2)C[C@H]1C	-1.1	-7.5	-7.2	-9.8	3.8	15.9	9.7	-2.7
COc1ccc2[nH]c(=O)c(CNC3CCCCC3)cc2c1	1.5	7.9	10.8	.	.	.	.	-14.2
O=C(COC(=O)Cn1[nH]c(=O)c2ccccc2c1=O)Nc1ncc(Cl)cc1Cl	5.6	9.0	2.8	22.1	2.9	14.3	8.8	-9.1
O=C(Nc1cccc(F)c1)/C(=C\c1ccco1)NC(=O)c1cccs1	-6.2	4.5	-5.9	.	-3.0	.	.	-1.3
COc1ccc(-c2ccc(C(=S)N3CCN(C(C)=O)CC3)o2)cc1	-4.1	-4.9	2.2	.	11.8	.	.	-27.9
Cc1cc(=O)[nH]c(N/N=C/c2c(C)nn(-c3ccccc3Cl)c2Cl)n1	.	2.8	.	-4.4	.	-12.4	-24.1	-6.1
CC1CN(Cc2nc3ccccc3c(=O)[nH]2)CC(C)O1 (stereo unspecified)	.	14.9	.	7.8	.	25.4	4.0	.
CCOc1ccc(N(CC(=O)Nc2cccc(OC)c2)S(C)(=O)=O)cc1	2.3	-12.7	0.6	-8.7	6.0	-12.7	4.0	-21.1
CC1CN(c2ccc([N+](=O)[O-])cc2F)CCN1C(=O)c1ccco1 (stereo unspecified)	-1.6	.	10.0	.	2.6	3.4	-14.5	8.9
Cc1ccc(C2C(N)C(=O)N2c2ccc(C)cc2)cc1 (stereo unspecified)	-0.9	0.2	-0.6	8.1	6.3	-2.1	6.1	-25.4
CCOc1cccc(CNCCSc2nnnn2C)c1	1.3	1.0	-2.1	18.2	-12.2	-6.8	-1.0	6.9
O=C(NCc1ccc(F)cc1)[C@H]1[C@H](CO)[C@H]2Cn3c(cccc3=O)[C@H]2N1CC1CC1	2.4	-8.2	-1.6	-7.6	2.9	4.9	10.2	-5.6
CCOC(=O)c1sc(C)c(C(=O)NCC(C)(C)CN(C)C)c1N	4.7	-1.5	2.8	.	-9.2	.	.	5.5
CCc1ccc2c(CN3CCc4ccccc43)cc(=O)oc2c1	-0.1	30.7	-1.2	.	39.0	7.3	-11.8	.
Cc1ccc(NCc2nnc(SCC(=O)NNC(=O)Cc3ccccc3)n2C)cc1	0.6	-9.6	-0.7	8.2	.	-11.3	-0.2	.
COc1ccc(N=Nc2c(C)[nH]c3ccccc23)cc1	-2.6	.	0.6	-16.9	-11.7	-47.9	-16.5	9.5
C[C@H](CO)N1C[C@H](C)[C@H](CN(C)C(=O)C2CCCCC2)OCCCC[C@H](C)Oc2ccc(NC(=O)CCC(F)(F)F)cc2C1=O	-1.8	11.9	0.5	.	.	-2.5	-12.2	-3.8
COc1ccc(CCN2CC(C(=O)N(C)Cc3ccccn3)CCC2=O)cc1 (stereo unspecified)	-2.3	.	2.2	-4.1	5.5	7.7	12.7	.
CO[C@@H]1CN(C)C(=O)c2ccc(NC(C)=O)cc2OC[C@H](C)N(Cc2nccs2)C[C@@H]1C	-0.9	-0.6	2.7	.	-8.6	-3.6	-6.0	-3.4
COc1ccc(S(=O)(=O)N2CCCCC2)cc1C(=O)Nc1cc(C)on1	-5.3	3.9	0.7	2.5	0.8	5.1	10.2	-6.5
CCC(=O)N1[C@@H](CO)[C@@H]2c3ccccc3N(S(=O)(=O)c3ccc(F)cc3)C[C@@H]21	0.8	-2.1	-4.2	-1.7	5.6	-5.3	10.2	-4.6
COc1ccc2cnn(-c3ccc(OC(F)(F)F)cc3)c(=O)c2c1OC	-7.7	-2.8	-3.9	-25.4	-24.2	.	.	-2.1
C[C@H]1CN([C@@H](C)CO)C(=O)Cc2cc(NS(=O)(=O)c3ccccc3)ccc2O[C@@H]1CN(C)Cc1ccc(C(=O)O)cc1	.	6.8	.	.	-13.5	20.9	10.4	.
CCOc1ccccc1N1CC(C(=O)NNC(=O)c2cc(OC)c(OC)c(OC)c2)CC1=O (stereo unspecified)	.	8.6	.	-12.8	12.4	14.8	21.0	.
Cn1c(=O)c(=O)n(C)c2cc(S(=O)(=O)CCC(=O)N3CCOCC3)ccc21	-3.8	3.1	-0.4	8.9	5.4	3.2	10.2	-4.7
O=C1OC(N2CCN(C(=O)C3CCCO3)CC2)c2ccccc21 (stereo unspecified)	1.6	-5.5	-0.9	.	6.3	.	.	0.7
COC(=O)CCC(=O)NNC(=O)c1ccc([N+](=O)[O-])cc1	.	2.1	.	7.5	.	-11.5	1.2	0.2
CCc1nnc(NC(=O)C2=CCN(S(=O)(=O)c3ccccc3)CC2)s1	.	-8.8	.	-34.7	5.7	-2.3	-3.1	-5.4
CCCC(=O)Oc1cccc(C2NC(=O)c3ccccc3O2)c1 (stereo unspecified)	4.3	-1.3	0.1	16.3	-4.1	8.4	-0.2	-6.2

In the list so far, four contain two or more sulfur atoms.
SMILES	PglD inh	PGC1a acetyl inh	Cneo AK release	PAX8 reporter	C2C12 statin	LGR2 antag	INS-1E GSIS act	ARNT TACC3 PPI
Cc1ccc(CNC(=O)CCS(=O)(=O)c2ccc3nc(C)sc3c2)cc1	-8.3	-26.6	-0.3	14.4	0.8	-8.8	-0.3	23.2
C[C@H]1CN([C@@H](C)CO)C(=O)c2cccc(NC(=O)c3ccc(-c4nccs4)cc3)c2O[C@H]1CN(C)S(=O)(=O)c1cn(C)cn1	0.1	1.6	59.1	.	.	-6.1	2.6	-1.1
C[C@@H]1CN([C@@H](C)CO)C(=O)c2cccc(NS(=O)(=O)c3cn(C)cn3)c2O[C@@H]1CN(C)S(=O)(=O)c1ccc(Cl)cc1	2.5	6.0	3.1	17.4	-27.8	-16.7	6.9	16.2
CCc1nnc(NC(=O)C2=CCN(S(=O)(=O)c3ccccc3)CC2)s1	.	-8.8	.	-34.7	5.7	-2.3	-3.1	-5.4

Remaining list, next part.
SMILES	PglD inh	PGC1a acetyl inh	Cneo AK release	PAX8 reporter	C2C12 statin	LGR2 antag	INS-1E GSIS act	ARNT TACC3 PPI
CCOC(=O)c1ccc(NC(=O)NCCc2ccccc2OC)cc1	.	-35.8	.	-8.9	.	19.4	-22.6	0.7
O=C(CCN1C(=O)c2ccccc2C1=O)C1=NN[C@@H]2C(=O)N(c3cccc(F)c3)C(=O)[C@H]12	.	.	.	-15.8	.	0.8	-9.5	-5.2
C[C@H](CO)N1C[C@H](C)[C@H](CN(C)Cc2ccc3c(c2)OCO3)Oc2ccc(NC(=O)Cc3ccccc3)cc2C1=O	6.5	-0.8	-1.3	11.3	2.2	-5.9	-16.0	-5.7
CC1CCc2sc(-c3n[nH]c(=S)o3)cc2C1 (stereo unspecified)	.	.	.	-52.4	.	-21.5	-29.9	-11.4
CN1CCCC1CCNC1C2CC3CC(C2)CC1C3 (stereo unspecified)	1.9	-16.6	-3.9	.	-39.5	.	46.4*	-2.8
CC(C)NC(=O)N(C)C[C@@H]1Oc2c(NC(=O)C3CCOCC3)cccc2C(=O)N([C@@H](C)CO)C[C@H]1C	-1.0&3.8	-5.2&7.1	38.4&2.2	-1.9	-0.5&-2.5	11.9&-16.0	16.2&-12.7	-4.1&-2.1
COC(=O)c1sccc1NC(=O)CSc1nnnn1-c1ccccc1F	-8.1	7.1	-0.7	.	64.3	.	.	-7.7
CCCNC(=O)N1C[C@@H](O)COC[C@@H]2O[C@@H](CC(=O)N3CCN(C)CC3)CC[C@H]21	0.2	4.1	58.9	-14.3	-14.6	1.2	-8.7	-1.1

Continued (2 carried over from the part before).
SMILES	PglD inh	PGC1a acetyl inh	Cneo AK release	PAX8 reporter	C2C12 statin	LGR2 antag	INS-1E GSIS act	ARNT TACC3 PPI
COC(=O)c1sccc1NC(=O)CSc1nnnn1-c1ccccc1F	-8.1	7.1	-0.7	.	64.3	.	.	-7.7
CCCNC(=O)N1C[C@@H](O)COC[C@@H]2O[C@@H](CC(=O)N3CCN(C)CC3)CC[C@H]21	0.2	4.1	58.9	-14.3	-14.6	1.2	-8.7	-1.1
CC(C)(C)c1ccc(C2(C)NC(=O)NC2=O)cc1 (stereo unspecified)	-0.5	6.1	2.3	15.2	11.9	7.2	-3.2	11.7
Cc1ccc(C)c(C(=O)CN2C(=O)CCC2=O)c1	1.0	3.9	-2.3	.	3.6	.	.	10.3
Cc1c(-n2c(SCC(C)C)nc3ccccc3c2=O)c(=O)n(-c2ccccc2)n1C	10.5	-10.3	2.1	4.6	.	0.3	-20.0	-1.1
CCCN(C)C[C@H]1Oc2cc(C#CC(C)(C)O)ccc2S(=O)(=O)N([C@@H](C)CO)C[C@H]1C	0.8	-2.0	2.4	.	-15.8	-6.5	8.4	-2.4
CNC(=O)C[C@H]1C(=O)N(CCc2ccccc2)C[C@@H]1c1ccc(OC)cc1	-1.7	1.0	0.6	3.3	12.4	-9.4	31.6	.
CCn1nc(NC(C)=O)c2cc3ccc(C)cc3nc21	.	.	.	4.5	.	6.9	14.9	-9.6
Clc1nc(-c2n[nH]nc2Cl)n[nH]1	7.7	-1.9	-1.0	-12.1	0.8	.	.	-9.2
O=C(CNC(=O)C1(c2ccccc2)CC1)Nc1ccc(F)c(F)c1	4.0	.	3.3	-4.2	-5.5	14.1	-2.4	-0.3
CC(=O)NC1CC2CCCC(C1)N2C(=O)Nc1cccc(Cl)c1 (stereo unspecified)	0.4	-3.3	-1.0	18.7	58.1	9.2	0.2	-1.4

Screening results from PubChem.
